PglD DTNB – C. jejuni PglD acetyltransferase inhibitors, primary screen, biochemical, DTNB colorimetric, single point; purified PglD enzyme, DTNB colorimetric CoA detection; inhibition, % at 12.5 µM; 360,000 tested, 0.098% active; in the data active means inhibition above about 16%, passing the limit was not always enough; inconclusive means no clear call, values can overlap the other calls; further: strong numbers were not always called active
Cneo AK release – Cryptococcus neoformans cell lysis inducers, primary screen, AK release luminescence, single concentration | 360,000 tested, 0.2% active | lysis activity, % at 15 µM | AID 651654, 2012 | C. neoformans lysis, adenylate kinase release luminescence, 4 h; normalised: neutral wells 0, clomiphene wells 100;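 active means mean lysis activity across replicates of at least 80%, whatever share of replicates individually reach that level; inactive means mean lysis activity below 80%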
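Test system: log-phase Cryptococcus neoformans yeast cells; Quantity: yeast cell density of 5 × 10^6 cells/mL; Buffer or medium: YPD; Doses: single compound concentration per well; Timing: 4 h at 37 °C static, read 1 h later; Measured by: AK luminescence; Read-out basis: lysis from increased AK signal; Control set: Clomiphene as positive control.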
C2C12 statin – suppressors of statin myotoxicity in C2C12 myotubes, primary screen, cell-based, single point, plate reader | rescue of ATP level, % at 7.49 µM | 330,000 tested, 0.78% active | C2C12 myotubes + simvastatin, ATP luminescence, 48 h; scaled: DMSO 0, geranylgeraniol control 100 | AID 602340, 2012;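 active means mean ATP rescue above about 67%, or every replicate alone reaching that limit, limit read from the data, passing the limit was not always enough; inconclusive means no clear call, values can overlap the other calls; inactive means mean under the limit and some replicate under it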;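 further: myotubes were challenged with 10 µM simvastatin during compound exposure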
miR-122 sensor – miR-122 Renilla sensor signal increase in Huh7, primary screen, miR-122 inhibitor project, cell-based, single point, plate reader | 340,000 tested, 0.3% active | activation (reporter increase), % at 12.5 µM | AID 602342, 2012 | Huh7 miR-122 Renilla luciferase sensor, 48 h; neutral wells = 0, positive control = 100;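 active means mean replicate activation score at least 90 and every replicate individually at or above 90; inconclusive means only one of the two criteria met; inactive means neither criterion met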;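 further: higher luciferase means less miR-122 activity so hits act as miR-122 inhibitors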
F508del corr – F508del CFTR correction, initial screen, CFBE line, single point; CFBE cells, YFP halide quenching; stimulated with forskolin plus potentiator P3; % fluorescence drop versus neutral controls; activity (quench increase), % at 7.58 µM; 350,000 tested, 0.36% active; AID 720511, 2013;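 active means mean added fluorescence quench of at least 8% versus neutral control, with both replicates also reaching 8%; inconclusive means only one of the mean or replicate conditions met; inactive means mean below 8% and not both replicates reaching 8%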;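 further: cells transiently co-express mutant CFTR-F508del with the halide-sensitive YFP; corrector assay measuring rescue of mutant channel to the surface after 24 h compound exposure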
INS-1E GSIS act – GLuc luminescence reporter in INS-1E cells, primary screen for activators of glucose-dependent secretion of insulin | INS-1E GLuc reporter insulin secretion, 2-3 h | 370,000 tested, 0.61% active | activation, % at 16.6 µM;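 active means lowest replicate activation of at least 40%, so every replicate reaches that level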;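 further: 0% = median of neutral control wells and 100% = median of IBMX positive control wells; some compounds called inactive have numbers as strong as hits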
FN deposition inh – inhibitors of fibronectin matrix deposition, primary screen, AH1F cells, Alexa488-fibronectin fluorescence, plate reader; inhibition, % at 12.6 µM; AID 743247, 2014; AH1F fibroblasts, overnight; 350,000 tested, 0.086% active;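 active means mean inhibition across replicates of 30% or more, regardless of how many single replicates reach that level; inconclusive means mean under 30% yet at least half of replicates reach 30%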;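 further: positive control wells lacked labelled fibronectin entirely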
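Material: AH1F fibroblast monolayer depositing Alexa488-labelled fibronectin into matrix | Input: 10000 AH1F cells/well | Medium: DMEM plus 2% serum, read in PBS | Reagent: Alexa488-fibronectin, 24 nM final in well | Compound dosing: One dose per compound, pinned | Schedule: 1 h adhesion, overnight exposure | Measured by: Fluorescence at 485 nm excitation, 525 nm emission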
PGC1a acetyl inh – inhibitors of PGC1a acetylation signal, primary screen, cell-based, U2OS, AlphaScreen, inhibitor mode | AlphaScreen anti-acetyl-lysine; with virally co-expressed GCN5 acetyltransferase | inhibition, % at 15.6 µM | 350,000 tested, 0.17% active;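 active means every replicate shows inhibition of at least 40%; inconclusive means mean inhibition at least 40% but some replicate below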;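 further: 0% = neutral control wells and 100% = positive control wells; some results beyond the cut were filed as inactive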
* = called active by the depositor; ? = inconclusive; / = no result given; [ ] = remark or other dose.

SMILES | PglD DTNB | Cneo AK release | C2C12 statin | miR-122 sensor | F508del corr | INS-1E GSIS act | FN deposition inh | PGC1a acetyl inh
CCCc1cc(C(=O)Nc2ccc(Cl)cn2)cs1 | 4 | -5 | / | 2 | -1.0 | 19 | -6 | -4
Cc1ccccc1CN1CCN(C(=O)[C@H]2O[C@@H](n3ccc(=O)[nH]c3=O)[C@H](O)[C@@H]2O)CC1 | -1 | 1 | -6 | -1 | 2.5 | -10 | 1 | -6
COc1ccc(OC)c(NC(=O)CSc2nnc(C)n2Cc2ccccc2)c1 | 3 | 1 | 1 | 3 | / | 5 | -1 | -6
COc1cccc(C(c2sc3ncnn3c2O)N2CCc3ccccc3C2)c1 (stereo unspecified) | -4 | 2 | -6 | 8 | -1.1 | / | -1 | 0
Cc1cc(C)nc(NS(=O)(=O)c2ccc(NC(=S)NC(=O)C(C)C)cc2)n1 | -7 | 0 | 6 | -15 | / | 23 | / | 5
Cc1ccc2ncnc(Nc3ccc(C)c(C)c3)c2c1 | 6 | -1 | -30 | / | 3.7 | 6 | / | 5
COc1ccccc1/C=C/c1nc2ccccc2c(=O)o1 | 0 | -3 | 7 | -2 | 4.2 | -15 | 20 | -9
CC(C)Oc1ccc(C2CC(=O)N(c3cccc(C(=O)O)c3)C2=O)cc1 (stereo unspecified) | 0 | 1 | -6 | 3 | / | / | -8 | 6
CCc1ccc(N(CC(=O)NC)S(C)(=O)=O)cc1 | -6 | 5 | 1 | 1 | / | / | -2 | -3
CCOCCn1c(N2CCN(c3ccccc3)CC2)nc2c1c(=O)n(C)c(=O)n2C | -16 | -1 | 7 | 0 | / | / | -10 | -54
CCC(=O)Nc1ccc2c(c1)C(=O)N(C)[C@@H]1CC[C@H](CC(=O)NCC3CCCCC3)O[C@H]1CO2 | 5 | -3 | -2 | 4[16.7 µM] | 0.3 | 5 | -3 | 2
CS(=O)(=O)N(CC(=O)N1CCOCC1)c1ccccc1 | -2 | 2 | 3 | 1 | 0.7 | -9 | 2 | -10
CCN(c1ccccc1)S(=O)(=O)c1nnc(NC(=O)C(C)C)s1 | 9 | 4 | 9 | -3 | -0.2 | 8 | -1 | 8
O=C(NCC1CCCCC1)[C@H]1[C@H](CO)[C@H]2Cn3c(ccc(-c4cncnc4)c3=O)[C@@H]1N2 | -1 | 0 | 18 | / | / | 3 | / | /
Cc1c(Cl)cccc1N(CC(=O)NC(C)c1ccccc1)S(C)(=O)=O (stereo unspecified) | -2 | -2 | 8 | -3 | -0.4 | -9 | 7 | 8
C#CCN(C[C@H]1[C@H](OC(=O)NCc2ccco2)[C@H](OC(=O)NCc2ccco2)C[C@@H](C(=O)OC)[C@H]1C(=O)OC)S(=O)(=O)c1ccc(C)cc1 | 4 | 1 | 1 | 3 | 0.0 | -7 | 8 | 1
O=C(COc1ccc2c3c(c(=O)oc2c1)CCCC3)NCc1ccccn1 | 1 | 4 | 3 | -3 | 0.8 | 9 | 21 | 0
Oc1ccc(NCc2cccc(OCc3ccccc3)c2)cc1 | -9 | -1 | -7 | -4 | -0.4 | -1 | 14 | /
CCC(=O)Nc1ccccc1-c1nc2ccccc2[nH]c1=O | 2 | -2 | -6 | 7 | -2.6 | 1 | 0 | -3
C[C@@H]1CN([C@H](C)CO)C(=O)c2cc(NS(=O)(=O)c3cn(C)cn3)ccc2O[C@@H]1CN(C)Cc1ccc(Cl)c(Cl)c1 | 2 | 1 | 47 | -4[16.7 µM] | -2.8 | 0 | / | 1
COc1ccc(C2=NN(C(=O)c3ccccc3)C(c3ccc(OC)c(OC)c3)C2)c(O)c1 (stereo unspecified) | 2 | -1 | 6 | 1 | -1.2 | -11 | -3 | 6
COc1ccccc1OCc1nnc(SCC(=O)Nc2nnc(C3CC3)s2)n1C | 0 | 0 | -1 | -4 | -3.0 | 0 | 0 | -9
Nc1ccc(C(=O)N/N=C/c2sc(N3CCOCC3)nc2-c2ccccc2)cc1 | -2 | 0 | / | / | / | 11 | 5 | /
N/C(=N\OC(=O)COc1ccc(Cl)cc1Cl)c1cccnc1 | -1 | -2 | 3 | -1 | / | 60* | 9 | -1
CCN1CC(CN(C)Cc2nc(-c3ccc(OC)c4ccccc34)oc2C)CC1=O (stereo unspecified) | 6 | 2 | 22 | 19 | -3.0 | -16 | 8 | -4

Four structures from above, sorted by molecular weight, low to high.
SMILES | PglD DTNB | Cneo AK release | C2C12 statin | miR-122 sensor | F508del corr | INS-1E GSIS act | FN deposition inh | PGC1a acetyl inh
CS(=O)(=O)N(CC(=O)N1CCOCC1)c1ccccc1 | -2 | 2 | 3 | 1 | 0.7 | -9 | 2 | -10
COc1cccc(C(c2sc3ncnn3c2O)N2CCc3ccccc3C2)c1 (stereo unspecified) | -4 | 2 | -6 | 8 | -1.1 | / | -1 | 0
CCOCCn1c(N2CCN(c3ccccc3)CC2)nc2c1c(=O)n(C)c(=O)n2C | -16 | -1 | 7 | 0 | / | / | -10 | -54
COc1ccccc1OCc1nnc(SCC(=O)Nc2nnc(C3CC3)s2)n1C | 0 | 0 | -1 | -4 | -3.0 | 0 | 0 | -9

(continued)
SMILES | PglD DTNB | Cneo AK release | C2C12 statin | miR-122 sensor | F508del corr | INS-1E GSIS act | FN deposition inh | PGC1a acetyl inh
CNC(=O)COC(=O)c1ccc(NC(=O)CC#N)cc1 | 2 | 1 | 21 | 2 | / | / | / | -10
O=C(C1CCC(=O)N(C2CCCC2)C1)N1CCN(c2ccccc2Cl)CC1 (stereo unspecified) | 2 | -1 | 7 | -4 | 1.0 | -1 | -3 | -4
OCCCNc1ncnc2sc3c(c12)CCN(Cc1ccccc1)C3 | 2 | -3 | -6 | 6 | -0.5 | 5 | 2 | /
NS(=O)(=O)c1cc2c(cc1Cl)NCNS2(=O)=O | 6 | 2 | 1 | -7 | 6.5 | / | -2 | 5
CCc1nnc(NC(=O)CSc2nccn2-c2cccc(C)c2)s1 | 2 | -3 | -5 | / | -2.3 | 3 | -1 | /
CC(C)C(OC(=O)c1cc2sccc2n1C)C(=O)NCC1CCCO1 (stereo unspecified) | / | / | 13 | -1 | / | 4 | / | -11
O=C(N/C(=C/c1ccco1)C(=O)N1CCOCC1)c1cccs1 | / | / | / | 4 | -0.4 | / | -5 | -5
CC1(C)CC(=O)C=C(NNC(=O)OC(C)(C)C)C1 | / | / | -2 | -3 | 0.3 | -12 | 10 | 11
COc1ccc(-n2c(=O)cc(N3CC(C)OC(C)C3)[nH]c2=O)cc1 (stereo unspecified) | -1 | -1 | 57 | 0 | / | 0 | -3 | 7
CSc1cccc(NC(=O)C2C3C=CC4(O3)C2C(=O)N(CCCN2CCOCC2)C4C(=O)NC2CCCCC2)c1 (stereo unspecified) | -6 | 2 | 6 | -8 | -0.3 | -2 | 3 | 3
Cc1ccc(Cl)cc1N1CCN(S(=O)(=O)c2cc3c(cc2C)NC(=O)CO3)CC1 | 1 | 0 | 21 | / | 0.8 | / | -4 | /
O=C(NCC1CC1)[C@@H]1[C@@H](CO)[C@@H]2Cn3c(ccc(-c4cccnc4)c3=O)[C@@H]2N1C(=O)NC1CCCC1 | 3 | -3 | 6 | -3[16.7 µM] | -2.2 | 4 | / | /
CN1C[C@@H]2[C@@H]3C(=O)N(C)C(=O)[C@@H]3[C@](C)(C1=O)N2C(=O)c1ccc(Br)cc1 | 3 | 4 | 17 | -3 | 4.2 | 1 | 1 | /
O=C(Nc1ccc(Cl)cc1)N[C@@H]1CC[C@@H](CCNS(=O)(=O)c2ccccc2F)O[C@H]1CO | 0 | -2 | -8 | / | -1.5 | -16 | -10 | -1
O=C(NC1CCCCCC1)c1c(O)nc2sccn2c1=O | / | / | -11 | 6 | 3.6 | 4 | -4 | /
COc1ccccc1NC(=O)NNC(=O)CN1C(=O)COc2ccccc21 | -3 | -5 | ? | / | -4.1 | 11 | -4 | /
O=c1c2ccccc2nnn1-c1ccccc1 | / | / | / | 2 | 1.8 | 5 | -2 | -5
COc1ccc(NC(=O)N(C)C[C@H]2OCCCC[C@H](C)Oc3ccc(NS(=O)(=O)c4ccc(C)cc4)cc3C(=O)N([C@@H](C)CO)C[C@H]2C)cc1 | 7 | 2 | / | -1[16.7 µM] | 1.5 | -6 | 6 | 1
CCOC(=O)c1c(NC(=O)C(C)N2CCN(S(=O)(=O)c3cccs3)CC2)sc2c1CCC(C)C2 (stereo unspecified) | 4 | -1 | -4 | 0 | / | 7 | -6 | 1
CN(C)CCNC(=O)C1CC(=O)N(c2ccc(F)c(Cl)c2)C1 (stereo unspecified) | 0 | 0 | 0 | -37 | -0.8 | 5 | / | 3
CCOC(=O)c1csc(COc2ccc(OC)cc2)n1 | / | / | -1 | / | 2.3 | 7 | -8 | 2
O=C1C(C=Nc2ccccc2O)=C(O)c2ccccc21 | 2 | -4 | 49 | -7 | -0.1 | -2 | / | -4
Cc1cc(C)cc(NC(N)=S)c1 | / | / | -57 | 1 | / | 6 | 4 | /
O=C(COc1ccccc1Cl)Nc1ccc(N2CCCC2)cc1 | -3 | 0 | 2 | / | -1.3 | 6 | / | /
C[C@H](NC(=O)N1CCn2c1nc1ccccc12)C(=O)NC1CCCCC1 | -3 | -1 | -6 | -10 | 0.2 | -11 | -4 | -8

Further results:
SMILES | PglD DTNB | Cneo AK release | C2C12 statin | miR-122 sensor | F508del corr | INS-1E GSIS act | FN deposition inh | PGC1a acetyl inh
CCS(=O)(=O)N1CCCCN2[C@H](CO)[C@H](c3ccc(C#CC(C)(C)O)cc3)[C@H]2C1 | 1 | -1 | / | 4[16.7 µM] | 1.7 | 5 | / | 8
COc1cccc(-c2nn(-c3ccccc3)cc2CN(C)C(C)c2ccon2)c1 (stereo unspecified) | -1 | -1 | -6 | -5 | -1.8 | 7 | -6 | 1
CCc1nnc(NC(=O)CSc2nnnn2C)s1 | 6 | -1 | -4 | 10 | / | / | -8 | -7
Cc1ccc(S(=O)(=O)N2C[C@H]3C(=O)C[C@@H](c4ccccc4)N(S(=O)(=O)c4ccc(C)cc4)[C@H]3C[C@H]2c2ccccc2)cc1 | -2 | 1 | -11 | -3 | -2.4 | 3 | -3 | -7
Cc1cccc(N2C(=NC(=O)c3ccccc3)SC3CS(=O)(=O)CC32)c1 (stereo unspecified) | -3 | -1 | 15 | -3 | -1.4 | 25 | / | /
CCCN(C(=O)Cn1nc(C)c([N+](=O)[O-])c1C)c1c(N)n(Cc2ccccc2)c(=O)[nH]c1=O | 5 | 3 | -13 | -6 | 1.7 | 2 | -1 | 6
CCCC(=O)C1=C(O)C(C(=O)OC)C(C)(C)CC1=Nc1ccc(Br)cc1 (stereo unspecified) | / | / | / | / | -1.7 | -15 | 3 | -4
Clc1ccc(OCCCc2nc(-c3cccnc3)no2)c(Cl)c1 | -5 | -2 | 0 | -6 | / | -3 | 6 | -37
CC(=O)N(C)C[C@@H]1Oc2cc(-c3ccc(C)cc3)ccc2S(=O)(=O)N([C@H](C)CO)C[C@H]1C | -1 | -1 | -17 | -4[16.7 µM] | 0.7 | -7 | / | -2
